# p53ts 39C kill – cytotoxicity in p53ts cells at nonpermissive temperature; H1299-p53A138V viability at 39C, ATP luminescence, 24 h; 130,000 tested, 1.5% active; AID 902; Potency, µM (titrated, usually from 46.1 µM), without a hit: at the top dose activity change, negative = cell killing, most hits filed as cytotoxic; active means well fitted cell-killing curve with a large enough effect; inconclusive means small, poorly fitted or top-dose-only effect; inactive means no such curve, though single readings can be large or run the other way; further: nearly all actives have a fitted effect of over 55% in size
# IkB signaling – inhibitors of IkB signaling in ABC-DLBCL cells | ABC-DLBCL IkBa-CBG/CBR dual luciferase ratio, 4 h; response scale: scaled: untreated 0%, proteasome inhibitor 100% | Potency, µM (titrated, usually from 57.1 µM), without a hit: at the highest dose IkBa stabilization activation | 110,000 tested, 0.04% active | AID 445; active means well fitted curve in the direction sought with a large enough effect in the signal ratio, not every such curve was filed as active; inconclusive means small, poorly fitted or top-dose-only effect, or a change in a side signal; the % refers to the signal ratio;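 further: the direction sought is a rising ratio; 0% = basal untreated cells and 100% = reference inhibitor full response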
#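 In this assay, an IκBα–CBG68 fusion accumulates when IKK-driven degradation is blocked; native CBR normalizes for cell number. OCI-Ly3 cells were treated 4 h with compound and doxycycline, then green and red light read after Chroma-Glo addition.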
# * = called active by the depositor; ? = inconclusive; . = no result given; [ ] = another dose, or the depositor's remark. Unless noted, on the % scale 0 is the no-effect control and ±100 the full control effect; potency means the concentration at half of the fitted maximal effect. Only part of the results is shown. The share of hits here may be higher or lower than overall.
SMILES	p53ts 39C kill	IkB signaling
CC(=O)Oc1ccc(/C=C\C(=O)C[C@@H]2O[C@@H](Oc3cc(OC(C)=O)c4c(c3)O[C@@H](c3ccc(OC(C)=O)cc3)CC4=O)[C@H](OC(C)=O)[C@H](OC(C)=O)[C@@H]2OC(C)=O)cc1	.	-0.5%[11.4 µM]
CCNC(=O)[C@@H]1O[C@@H](n2cnc3c(NCc4ccccc4)ncnc32)[C@@H](O)[C@H]1O	.	?
O=C(/C=C\c1ccc(O)c(O)c1)O[C@H]1C[C@@](O)(C(=O)O)C[C@H](O)[C@@H]1O	.	-1.2%[11.4 µM]
O=c1[nH]c(=O)n([C@H]2C[C@H](O)[C@H](CO)O2)cc1Br	.	3.4%
NCCC[C@@H](CC(=O)N[C@@H]1CCNC[C@H]1C(=O)N[C@H](CC(=O)N[C@@H](CCC(=O)O)CC(=O)O)Cc1ccccc1)NC(=O)C[C@H](Cc1ccccc1)NC(=O)[C@@H]1CNCC[C@H]1N	.	-2.9%
O=C1c2ccccc2C(=O)c2c1ccc(N1C(=O)c3ccccc3C1=O)c2-c1c(N2C(=O)c3ccccc3C2=O)ccc2c1C(=O)c1ccccc1C2=O	.	0.2%[11.4 µM]
CC1=CC(=O)CC(C)(C)[C@@]1(O)/C=C\C(C)=C\C(=O)O	.	-0.6%[11.4 µM]
CC(C)[C@@H](CC(=O)N[C@@H]1CCCC[C@H]1C(=O)N[C@H](CC(=O)N[C@@H](CCC(=O)O)CC(=O)O)Cc1c[nH]c2ccccc12)NC(=O)C[C@H](CO)NC(=O)[C@@H]1CCCC[C@H]1N	.	-1.9%
N[C@@H](Cc1c[nH]c2ccccc12)C(=O)NCC(=O)O	.	-0.1%[11.4 µM]
NCCC[C@@H](CC(=O)N[C@@H]1CCNC[C@H]1C(=O)N[C@H](CC(=O)N[C@@H](CCC(=O)O)CC(=O)O)Cc1ccccc1)NC(=O)C[C@H](CO)NC(=O)[C@@H]1CCCC[C@H]1N	.	-2.0%
CC(C)[C@@H](CC(=O)N[C@@H]1CCCC[C@H]1C(=O)N[C@H](CC(=O)N[C@@H](CCC(=O)O)CC(=O)O)Cc1c[nH]c2ccccc12)NC(=O)C[C@H](Cc1ccccc1)NC(=O)[C@@H]1CCCC[C@H]1N	.	3.4%
CC(=O)OC(C)(C)N=Nc1ccc(Br)cc1	.	0.1%[11.4 µM]
COc1cccc2c1C(=O)c1c(O)c3c(c(O)c1C2=O)C[C@](O)(C(=O)CO)C[C@@H]3O[C@H]1C[C@H](N)[C@@H](O)[C@H](C)O1	.	-1.1%[11.4 µM]
C[C@H]1[C@H](C)CC[C@@]2(C(=O)O)CC[C@]3(C)C(=CC[C@@H]4[C@@]5(C)CC[C@H](O)C(C)(C)[C@@H]5CC[C@@]43C)[C@@H]12	.	0.4%[11.4 µM]
CC(C)C[C@@H](CC(=O)N[C@@H](CCC(=O)O)CC(=O)O)NC(=O)[C@@H]1CCCC[C@H]1NC(=O)C[C@H](CCCN)NC(=O)C[C@H](Cc1c[nH]c2ccccc12)NC(=O)[C@@H]1CNCC[C@H]1N	.	1.6%
CC(C)[C@@H](CC(=O)N[C@@H]1CCCC[C@H]1C(=O)N[C@H](CC(=O)N[C@@H](CCC(=O)O)CC(=O)O)Cc1c[nH]c2ccccc12)NC(=O)C[C@H](Cc1c[nH]c2ccccc12)NC(=O)[C@@H]1CNCC[C@H]1N	.	-0.1%
CC(C)[C@@H](CC(=O)N[C@@H]1CCCC[C@H]1C(=O)N[C@H](CC(=O)N[C@@H](CCC(=O)O)CC(=O)O)Cc1ccccc1)NC(=O)C[C@H](Cc1c[nH]c2ccccc12)NC(=O)[C@@H]1CNCC[C@H]1N	.	-1.0%
CC(C)C[C@@H](CC(=O)N[C@@H](CCCN)CC(=O)N[C@@H]1CCCC[C@H]1C(=O)N[C@H](CC(=O)N[C@@H](CCC(=O)O)CC(=O)O)CC(C)C)NC(=O)[C@@H]1CCCC[C@H]1N	.	-1.2%
N[C@H](CS(=O)O)C(=O)O	.	2.3%
CC(=O)[C@@H]1[C@H]2[C@@H](C(=O)[C@H]3OC[C@H]2O3)[C@@H]2C=Cc3ccccc3N12	.	1.9%[11.4 µM]
COc1cc(C(=O)O[C@@H]2CC(C)=CC[C@@]3(C)CC[C@](O)(C(C)C)[C@H]23)ccc1O	.	0.6%[11.4 µM]
CC(C)C[C@@H](CC(=O)N[C@@H](CCCN)CC(=O)N[C@@H]1CCCC[C@H]1C(=O)N[C@H](CC(=O)N[C@@H](CCC(=O)O)CC(=O)O)Cc1c[nH]c2ccccc12)NC(=O)[C@@H]1CNCC[C@H]1N	.	1.1%
CC(C)[C@@H](CC(=O)N[C@@H]1CCCC[C@H]1C(=O)N[C@H](CC(=O)N[C@@H](CCC(=O)O)CC(=O)O)Cc1ccccc1)NC(=O)C[C@H](Cc1ccccc1)NC(=O)[C@@H]1CNCC[C@H]1N	.	-3.1%
COC(=O)[C@@H]1[C@H]2C[C@H]3c4[nH]c5cc(OC)ccc5c4CCN3C[C@@H]2C[C@@H](OC(=O)c2cc(OC)c(OC)c(OC)c2)[C@@H]1OC	.	1.0%[11.4 µM]
Nc1ccn([C@H]2CC[C@H](CO)O2)c(=O)n1	.	-4.1%
CC(C)C[C@@H](CC(=O)N[C@@H](CCC(=O)O)CC(=O)O)NC(=O)[C@@H]1CCCC[C@H]1NC(=O)C[C@H](CCCN)NC(=O)C[C@H](Cc1ccccc1)NC(=O)[C@@H]1CNCC[C@H]1N	.	-1.8%
NCCC[C@@H](CC(=O)N[C@@H]1CCNC[C@H]1C(=O)N[C@H](CC(=O)N[C@@H](CCC(=O)O)CC(=O)O)Cc1ccccc1)NC(=O)C[C@H](Cc1ccccc1)NC(=O)[C@@H]1CCCC[C@H]1N	.	-1.5%
COc1cc(/C=C\C(=O)N2CCCCC2=O)cc(OC)c1OC	.	?
N[C@@H](C(=O)O)[C@@H]1C[C@H]1C(=O)O	.	0.3%
COc1ccc(-c2coc3ccc(O[C@@H]4O[C@@H](COC(C)=O)[C@@H](OC(C)=O)[C@@H](OC(C)=O)[C@H]4OC(C)=O)c(OC(C)=O)c3c2=O)cc1	.	-0.2%[11.4 µM]
CC(C)C[C@@H](CC(=O)N[C@@H](CCC(=O)O)CC(=O)O)NC(=O)[C@@H]1CCCC[C@H]1NC(=O)C[C@H](CCCN)NC(=O)C[C@H](CO)NC(=O)[C@@H]1CNCC[C@H]1N	.	7.4%
NCCC[C@@H](CC(=O)N[C@@H]1CCCC[C@H]1C(=O)N[C@H](CC(=O)N[C@@H](CCC(=O)O)CC(=O)O)Cc1ccccc1)NC(=O)C[C@H](CO)NC(=O)[C@@H]1CCCC[C@H]1N	.	0.1%
CC(C)[C@@H](CC(=O)N[C@@H]1CCNC[C@H]1C(=O)N[C@H](CC(=O)N[C@@H](CCC(=O)O)CC(=O)O)Cc1ccccc1)NC(=O)C[C@H](Cc1c[nH]c2ccccc12)NC(=O)[C@@H]1CCCC[C@H]1N	.	-0.1%
CC(C)C[C@@H](CC(=O)N[C@@H](CCCN)CC(=O)N[C@@H]1CCCC[C@H]1C(=O)N[C@H](CC(=O)N[C@@H](CCC(=O)O)CC(=O)O)Cc1ccccc1)NC(=O)[C@@H]1CNCC[C@H]1N	.	0.0%
COc1ccccc1NC(=O)c1ccc(NS(=O)(=O)c2cccc3cccnc23)cc1	-12%	.
CCOC(=O)c1c(NC(=O)COc2ncnc3ccccc23)sc(C)c1CC	0%	.
Cc1cc(C)nc(-n2ncc3c2CC(c2ccccc2C)CC3=O)n1 (stereo not given)	12%	.
Cc1cc(C)cc(N(CC(=O)Nc2ccccc2-c2ccccc2)S(=O)(=O)c2ccccc2)c1	8%	.
Cc1cc(C)n(CCC(=O)N/N=C/c2ccc(O)cc2)n1	-2%	.
COc1ccccc1CN(C)C(=O)C1(c2ccc(Cl)cc2)CC1	-4%	.
COc1ccccc1N1C(=O)C2ON(c3ccccc3)C(c3ccc(N(C)C)cc3)C2C1=O (stereo not given)	3%	.
O=C(CSc1nc2nc3c(cc2c(=O)n1-c1ccccc1)CCCC3)Nc1ccccc1	-3%	.
COc1ccc(-c2coc3cc4oc(=O)c5ccccc5c4cc23)cc1F	-27%	.
CCOC(=O)c1c(-c2ccccc2)csc1NC(=O)CCN1C(=O)c2ccccc2C1=O	27%	.
O=C1C2C(c3ccccc3)C=CC(c3ccccc3)C2C(=O)N1c1cccnc1 (stereo not given)	10%	.
CC(=O)Nc1ccc(C(=O)OCc2ccccc2Cl)cc1	-11%	.
Cc1ccc(N=Cc2c(O)n(-c3nccs3)c(=O)c3ccccc23)c(C)c1	7%	.
CCc1ccc(NC(=O)COc2ccc(/C=C(/C#N)c3nc4ccccc4[nH]3)cc2OC)cc1	5%	.
NS(=O)(=O)c1ccc(CNC(=O)/C=C/c2ccc(Cl)c(Cl)c2)cc1	6%	.
COc1ccc(/C(C)=N/N=C2/NC(=O)CC(C(=O)O)S2)cc1 (stereo not given)	-4%	.

# Grouped by structure: those above containing a Cl atom (3)
SMILES	p53ts 39C kill	IkB signaling
COc1ccccc1CN(C)C(=O)C1(c2ccc(Cl)cc2)CC1	-4%	.
CC(=O)Nc1ccc(C(=O)OCc2ccccc2Cl)cc1	-11%	.
NS(=O)(=O)c1ccc(CNC(=O)/C=C/c2ccc(Cl)c(Cl)c2)cc1	6%	.

# Back to the main list, starting 4 compounds before the break.
SMILES	p53ts 39C kill	IkB signaling
Cc1ccc(N=Cc2c(O)n(-c3nccs3)c(=O)c3ccccc23)c(C)c1	7%	.
CCc1ccc(NC(=O)COc2ccc(/C=C(/C#N)c3nc4ccccc4[nH]3)cc2OC)cc1	5%	.
NS(=O)(=O)c1ccc(CNC(=O)/C=C/c2ccc(Cl)c(Cl)c2)cc1	6%	.
COc1ccc(/C(C)=N/N=C2/NC(=O)CC(C(=O)O)S2)cc1 (stereo not given)	-4%	.
O=C(C1CCCN(S(=O)(=O)c2ccccc2[N+](=O)[O-])C1)N1CCCC1 (stereo not given)	22%	.
O=S(=O)(NCC(c1ccco1)N1CCN(c2ccccc2F)CC1)c1ccc2c(c1)OCCO2 (stereo not given)	-4%	.
O=C(CCc1ccc(S(=O)(=O)NCCc2ccccc2)cc1)Nc1ccc2c(c1)OCCO2	7%	.
O=C1C2C(C(=O)N1/N=C/c1ccc(N3CCCCC3)o1)C1C=CC2C12CC2 (stereo not given)	5%	.
O=C(COCC(=O)N/N=C/c1ccc(F)cc1)N/N=C/c1ccc(F)cc1	-3%	.
O=C(Cc1nnc(NC(=O)Nc2ccccc2)s1)NCc1ccccc1	-16%	.
COc1ccccc1C(=O)NC(=S)NNC(=O)c1sc2ccccc2c1Cl	-34%	.
CC(=O)Nc1cccc(C(=O)/C=C/c2ccc(/C=C/C(=O)c3cccc(NC(C)=O)c3)cc2)c1	86%[activator]	.
COc1cc(C(=O)N/N=C(\c2ccccc2)c2ccccn2)cc(OC)c1OC	?	.
CNC(=O)/C(C#N)=C/c1c(N(Cc2ccccc2)Cc2ccccc2)nc2ccccn2c1=O	-14%	.
COc1ccccc1Oc1c(C)oc2c(CN(C)C)c(O)ccc2c1=O	-10%	.
CCOC(=O)c1c(C)n(CC)c2ccc(OC(=O)c3ccc([N+](=O)[O-])cc3)cc12	14%	.
COc1ccccc1NC(=O)c1ccc(NC(=O)COC(=O)C2CCCCC2)cc1	14%	.
Oc1ccc(N=Nc2cccc(Cl)c2)cc1C=Nc1ccc(N2CCOCC2)cc1	-8%	.
CC(C)NC(=S)N/N=C1\CCCCc2ccccc21	22%	.
O=S(=O)(c1ccc(Br)cc1)n1c(Cc2ccccc2)nc2ccccc21	-2%	.
Cc1onc(-c2ccccc2)c1C(=O)NNC(=S)NC(=O)c1ccc(Br)cc1	-20%	.
Cc1ccc(C(=O)NCCc2nnc3ccc(SCC(=O)Nc4ccc(C)cc4C)nn23)cc1	-1%	.
CC(=O)Nc1ccc(Br)cc1C(=O)C(=O)O	2%	.
C/C(=N\NC(=O)C(=O)Nc1ccc(C)c(Cl)c1)c1ccncc1	-4%	.
O=C(COC(=O)c1ccc(Cl)nc1)NCc1ccc2c(c1)OCO2	-9%	.
CCOC(=O)c1c(NC(=S)Nc2cccc(C)c2)sc2c1CC(C)(C)SC2	3%	.
CCCN1C(=O)/C(=N\OCC(=O)NCC(F)(F)F)c2ccccc21	-2%	.
